V-ATPase pH = regulators of yeast V-ATPase proton pumping, primary screen, pHLuorin cytosolic pH fluorescence | S. cerevisiae | actives 0.37% (n = 350,000) | response, % at 10 µM | AID 504577, 2011; in the data active = response mostly above about 7.3%, no sharp cut-off; inactive = mostly below about 5.4%; also: actives read high; inactives centre near 0; some compounds called inactive have numbers as strong as hits; reference of the scale not given here
HTR5A ag = HTR5A agonists in luminescence cell assay, primary screen, counter-screen for OPRM1-OPRD1 heterodimer agonist project, full-deck HTS; 5-hydroxytryptamine receptor 5A (Homo sapiens), P47898; actives 0.61% (n = 340,000); cell-based; activation, % at 9.3 µM; AID 504692, 2011; in the data active = activation mostly above about 9.5%, no sharp cut-off; inactive = mostly below about 7.6%;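 also: 0% = cells with vehicle only and 100% = reference agonist; strong numbers were not always called active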
MITF act = activators of MITF-driven TRPM1 promoter reporter, primary screen, cell-based, SK-MEL-5, luciferase, single point. actives 0.75% (n = 300,000). SK-MEL-5 TRPM1-promoter luciferase, 24 h; % of positive control, neutral wells = 0. activation, % at 12.5 µM. AID 588334, 2011;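 active = mean activation of at least 80% with every replicate also reaching 80%; inconclusive = mean reaches 80% but some replicate falls short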;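 also: 0% = neutral control wells and 100% = parthenolide positive control wells; values of inactives mirror those of a sister screen read the other way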
HTR5A inv ag = HTR5A inverse agonists in luminescence cell assay, primary screen, counter-screen for OPRM1-OPRD1 heterodimer inverse agonist project, full-deck HTS; 5-hydroxytryptamine receptor 5A (Homo sapiens), P47898; HTR5A cell line, inverse agonism; inhibition, % at 9.3 µM; actives 0.083% (n = 340,000); in the data active = inhibition mostly above about 23%, no sharp cut-off; inactive = mostly below about 18%;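 also: 0% = cells with DMSO and 100% = no-cell wells with DMSO; some compounds called inactive have numbers as strong as hits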
SR-BI HDL uptake = inhibitors of SR-BI mediated HDL lipid uptake, primary screen, ldlA[mSR-BI] cells, fluorescence, single point; Scavenger receptor class B member 1 (Mus musculus), Q61009; ldlA[mSR-BI] CHO cells, DiI-HDL uptake fluorescence, 3 h; inhibition, % at 12.5 µM; actives 0.96% (n = 320,000);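 active = mean replicate inhibition of at least 70% and a set share of replicates each scoring 70 or more; inconclusive = meets just one of the two criteria; inactive = fails both criteria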;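 also: 0% = median of neutral control wells and 100% = median of positive control wells; values of inactives mirror those of a sister screen read the other way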
PvdQ inh = P. aeruginosa PvdQ acylase inhibitors, primary screen, biochemical, fluorescence, plate reader and imaging, single point. purified PvdQ acylase. PvdQ acylase [Pseudomonas aeruginosa LESB58]. actives 0.063% (n = 340,000). inhibition, % at 10 µM; in the data active = inhibition above about 30%, passing the limit was not always enough; inconclusive = no clear call, values can overlap the other calls;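 also: 0% = vehicle neutral wells and 100% = reference inhibitor wells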
CDK5 p35 inh = inhibitors of human CDK5/p35 kinase, primary screen, biochemical, single concentration. Cyclin-dependent kinase 5 (Homo sapiens) + Cyclin-dependent kinase 5 activator 1 (Homo …. Recombinant CDK5/p35, ADP-Glo luminescence, 60 min. inhibition, % at 10 µM. actives 0.01% (n = 330,000);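 active = highest replicate inhibition of at least 50% and at least 75% of replicates reaching 50%; inconclusive = only one of the two criteria met; inactive = both criteria failed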;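 also: plate controls were DMSO neutral control for no effect and GW8510 at 10 µM for full effect; many of its hits are not listed in these tables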
NSD2 HMT inh = NSD2 histone methyltransferase inhibitors, primary screen, biochemical, AlphaScreen, single concentration, set 2; NSD2 peptide methylation, 120 min; AID 743445, 2014; actives 0.54% (n = 310,000); Histone-lysine N-methyltransferase NSD2 (Homo sapiens), O96028; inhibition, % at 12.5 µM; in the data active = inhibition above about 50%
Target sequence (O96028 whole entry, looked up): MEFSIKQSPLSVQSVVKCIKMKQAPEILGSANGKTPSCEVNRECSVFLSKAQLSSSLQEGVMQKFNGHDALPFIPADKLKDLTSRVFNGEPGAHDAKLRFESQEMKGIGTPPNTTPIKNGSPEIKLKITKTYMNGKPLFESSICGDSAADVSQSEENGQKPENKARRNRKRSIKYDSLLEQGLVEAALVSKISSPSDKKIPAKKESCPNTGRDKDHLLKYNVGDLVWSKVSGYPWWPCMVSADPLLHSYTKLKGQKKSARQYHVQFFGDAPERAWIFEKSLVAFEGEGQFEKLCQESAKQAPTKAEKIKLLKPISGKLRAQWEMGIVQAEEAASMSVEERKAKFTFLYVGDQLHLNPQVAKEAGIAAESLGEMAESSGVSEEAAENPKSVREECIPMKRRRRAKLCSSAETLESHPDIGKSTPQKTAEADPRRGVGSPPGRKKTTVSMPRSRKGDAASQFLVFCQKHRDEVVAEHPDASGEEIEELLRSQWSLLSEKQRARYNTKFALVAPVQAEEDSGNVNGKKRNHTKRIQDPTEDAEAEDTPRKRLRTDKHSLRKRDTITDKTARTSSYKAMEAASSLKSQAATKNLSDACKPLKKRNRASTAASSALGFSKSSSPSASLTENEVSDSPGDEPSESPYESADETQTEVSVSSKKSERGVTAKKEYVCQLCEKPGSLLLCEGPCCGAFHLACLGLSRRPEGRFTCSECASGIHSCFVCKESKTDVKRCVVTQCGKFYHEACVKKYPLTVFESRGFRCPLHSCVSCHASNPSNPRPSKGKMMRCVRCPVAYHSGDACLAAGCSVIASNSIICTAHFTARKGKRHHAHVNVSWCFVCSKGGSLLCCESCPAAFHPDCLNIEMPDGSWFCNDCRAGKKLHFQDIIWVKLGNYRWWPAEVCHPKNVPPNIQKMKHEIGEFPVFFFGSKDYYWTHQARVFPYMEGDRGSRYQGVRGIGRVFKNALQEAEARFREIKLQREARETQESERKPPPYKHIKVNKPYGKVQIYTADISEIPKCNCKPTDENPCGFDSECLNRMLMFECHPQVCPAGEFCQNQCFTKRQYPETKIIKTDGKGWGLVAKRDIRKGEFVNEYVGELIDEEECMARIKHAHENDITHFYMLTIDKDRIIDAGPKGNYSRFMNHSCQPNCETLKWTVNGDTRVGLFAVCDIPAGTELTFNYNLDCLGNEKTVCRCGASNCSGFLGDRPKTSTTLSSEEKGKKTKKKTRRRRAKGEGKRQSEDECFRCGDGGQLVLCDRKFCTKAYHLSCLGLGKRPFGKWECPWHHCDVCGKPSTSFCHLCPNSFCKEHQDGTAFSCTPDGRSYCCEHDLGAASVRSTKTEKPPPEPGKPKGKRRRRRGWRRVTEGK
dFosB activator = activators of delta FosB homodimer, primary screen, biochemical, fluorescence polarization, TAMRA-CDK5 oligo, single point | Protein FosB (Mus musculus), P13346 | purified delta FosB; percent of positive-control signal above neutral wells | activation, % at 25 µM | actives 0.99% (n = 340,000) | AID 493131, 2011;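 active = mean activation above about 17%, with every replicate also reaching it, limit read from the data, passing the limit was not always enough; inconclusive = only one of the two conditions met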;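 also: fluorescence polarization rise as delta FosB binds a TAMRA Cdk5 AP-1 oligo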
Wnt act = Wnt/beta-catenin pathway activators, primary screen, cell-based, plate reader, single point | Wnt/beta-catenin reporter cell assay, activator | activation, % at 9.35 µM | actives 1.2% (n = 300,000) | AID 743398, 2014; in the data active = activation above about 30%, passing the limit was not always enough; inconclusive = no clear call, values can overlap the other calls;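 also: 0% = neutral control wells and 100% = positive control wells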
Starred values were filed as active, the others as inactive; ? = inconclusive; . = no result given. Not a hit list, and some 5% of all compounds hit somewhere here.

SMILES	V-ATPase pH	HTR5A ag	MITF act	HTR5A inv ag	SR-BI HDL uptake	PvdQ inh	CDK5 p35 inh	NSD2 HMT inh	dFosB activator	Wnt act
COc1ccccc1N(Cc1ccccc1)S(=O)(=O)c1cccc(C(=O)Nc2ccc(C)cn2)c1	3	0	-6	16	10	-17	0.3	3	-1	-8
CC(=O)NC(=S)Nc1ccc(NC(=O)c2cccnc2)cc1	1	3	.	-7	10	-14	0.7	-5	5	-1
COc1ccc(OC)c(/C=N/N(C)c2ccccc2)c1	-1	-1	96*	5	60	8	-1.1	0	-3	.
COc1cccc(/C=N/NC(=S)Nc2cccc(S(=O)(=O)N(C)C)c2)c1	-4	4	16	0	38	-10	1.2	2	-12	2
CCOc1ccc(OCCOc2ncnc3ccccc23)cc1	1	-1	32	3	6	-14	-0.3	0	2	.
CCOC(=O)CC1C(=O)NCCN1C(=O)Nc1ccc(Cl)cc1 (stereo not drawn)	-2	-1	.	-1	-27	-15	-0.1	1	-2	-8
Cc1ccc(S(=O)(=O)Nc2cccc3c2O[C@H](CN(C)Cc2ccccc2)[C@@H](C)CN([C@H](C)CO)C3=O)cc1	-1	1	1	0	2	1	-8.8	.	-5	0
Cn1ccc(C(=O)Nc2cccnc2Cl)n1	2	2	7	-23	-6	-1	0.8	-4	2	-3
Cc1c(C(=O)N(Cc2nnc(-c3ccccc3Cl)o2)C2CC2)oc2ccccc12	0	0	.	1	15	-8	-0.6	2	-9	-1
O=C(O)c1ccccc1C(c1ccc(O)cc1)c1ccc(O)cc1	1	-3	5	11	-21	-23	0.3	-6	-2	0
O=C(OCc1nc2ccsc2c(=O)[nH]1)c1ccc(Cl)nc1	3	6	-8	6	-20	-13	0.6	0	4	41*
CC1(O)CC(c2ccc(Cl)cc2)=NN1C(=O)c1ccc([N+](=O)[O-])cc1 (stereo not drawn)	14	0	-17	-1	89*	6	1.7	26	-2	-4
Cc1ccc(S(=O)(=O)N2CCN(C(=O)CCc3nc4ccccc4c(=O)[nH]3)CC2)c(C)c1	-1	4	-2	-9	8	-1	0.6	3	-11	-2
CNS(=O)(=O)c1cccc2cccnc12	.	-5	-5	0	-10	-5	1.9	0	-3	.
CC(=O)N1CCN(CCN=CC2=C(O)CC(c3ccco3)CC2=O)CC1 (stereo not drawn)	-3	4	4	22	6	9	-2.1	-2	-3	.
O=C(O)c1cccc(NS(=O)(=O)c2cccc(C(=O)Nc3ccccc3[N+](=O)[O-])c2)c1	-5	4	.	-16	21	-10	-2.5	0	-3	-1
CCOc1ccc(S(=O)(=O)N(C)c2ccc(OCC(=O)Nc3nc(-c4cc(OC)ccc4OC)cs3)cc2)cc1	0	3	16	-8	82*	20	-1.1	0	2	-2
Cc1c(C(=O)NCc2ccc3c(c2)OCO3)oc2ccccc12	-3	1	0	17	3	-6	0.9	-1	-2	.
Cc1cc(C)nc(N2N=C(CSc3ccc(Cl)cc3)CC2=O)n1	0	4	4	57	2	5	-1.0	5	0	-1
Cc1ccc(-c2nnc(SCC(=O)Nc3ccc4c(c3)OCCO4)n2N)cc1	2	-1	-12	22	-35	-11	-0.7	0	-3	.
COc1cccc(C(=O)N2CCN(C(=O)c3cccs3)CC2)c1OC	1	0	-4	-24	30	-6	-0.6	15	-3	-2
C=CCn1c(CNc2ccccc2)nnc1SCC(=O)N/N=C/c1ccccc1O	-2	-5	-4	12	-4	-13	0.7	0	-13	.
O=C(CN(Cc1ccc(F)cc1)C(=O)CCC(=O)Nc1nccs1)NCc1ccccc1	-2	4	-5	21	-1	-16	2.8	-1	3	-2
O=C(CCNC(=O)N1CCn2c1nc1ccccc12)NCc1ccc(Cl)cc1	-2	.	4	.	-17	-7	-0.6	-3	-1	27
CCN1CCN(CCCNC(=O)c2cn(CCOC)c(=O)c3c2c2ccccc2n3C)CC1	-2	-1	12	2	5	-14	-2.0	0	-3	-1
Cc1ccc(-n2c(CNc3ccc(F)cc3)nnc2SCC(=O)O)cc1	4	.	8	.	17	-9	-0.6	0	1	1
Cc1ccc(C(=O)NNC(=O)CCCN2C(=O)/C(=C/c3ccccc3Cl)SC2=S)cc1	0	1	-7	5	9	-15	-0.3	2	-16	-6
CC1=C(C(=O)Nc2cccc(C)c2C)C(c2cccs2)NC(=S)N1 (stereo not drawn)	-1	7	6	-24	2	16	1.7	-1	3	.
COC(=O)c1cccc(C(=O)N2CCCC(Nc3ccc4c(c3)OCCO4)C2)c1 (stereo not drawn)	3	3	-5	11	9	-1	1.1	25	-4	-1
OC(CSc1ccccc1Cl)CN1CCN(c2ccc(F)cc2)CC1 (stereo not drawn)	1	2	0	11	9	1	-0.7	12	6	.
Cc1nc(S(=O)(=O)c2cccc(Cl)c2)nc2c1CCC2	-56	3	4	-20	-59	-7	1.2	-2	-6	.
Cc1ccc(-n2ncc3c2ncn2nc(-c4ccco4)nc32)c(C)c1	3	4	77	-11	3	-6	0.1	1	11	.
CN1c2ccccc2Oc2c(c(=O)n(C)c(=O)n2C)C1c1cccc([N+](=O)[O-])c1 (stereo not drawn)	8	1	8	-13	48	-4	1.6	2	1	.
Cc1ccn2cc(-c3ccc4c(c3)NC(=O)CO4)nc2c1	-4	0	103*	20	4	9	0.7	7	-1	16
C[C@H]1COC(=O)[C@@H](Cc2ccc(F)cc2)CC/C=C/C[C@@H](CC(=O)N(CCO)Cc2ccccc2)C(=O)N1	2	-1	-2	-3	-10	3	0.1	.	0	-3
O=C(Nc1ccc(S(=O)(=O)Nc2ncccn2)cc1)c1ccccc1Cl	-6	-4	.	13	-17	-10	-2.4	-3	2	-2
N#C/C(=C/C1=C(N2CCOCC2)C(=C/c2cccc([N+](=O)[O-])c2)/CC1)C(=O)Nc1ccccc1F	-2	-2	-10	7	67	-1	2.1	-6	4	-9
Cc1ccc(S(=O)(=O)N2[C@@H](c3ccc(Cl)cc3)C(C(=O)O)=CC[C@H]2c2ccc(Cl)c(Cl)c2)cc1	-4	7	-3	-9	-2	-11	-3.3	.	-11	-2
CC(C)C(=O)Nc1ccc(C(=O)NNC(=O)NC2CCCCC2)cc1	-3	0	3	-20	-9	-12	3.3	4	-8	0
O=C1NCCN(Cc2cccc(Oc3ccccc3)c2)C1CC(=O)N1CCCO1 (stereo not drawn)	2	-2	-3	-33	1	0	-0.3	-5	-4	-1
COc1ccc(NC(=O)C2CCN(c3nc(C)cc(C)n3)CC2)cc1	0	0	.	-12	-17	-10	0.5	-1	-3	-9
NC(=O)Cc1ccc2c(c1)[nH]c1ccccc12	-4	-2	4	6	-39	6	0.1	-2	-15	-1
Cc1cccc(/C=C/c2nc3ccccc3c(=O)n2Cc2ccccc2)c1	1	3	5	10	11	7	2.8	-3	-11	-9
CCOC(=O)N1CCN(C(=O)c2cc(COc3cccc(C(C)=O)c3)on2)CC1	-3	0	10	-19	2	-6	-0.4	-1	-3	10
O=C(CCCc1ccccn1)c1ccc(-c2ccccc2)cc1	-1	2	?	-8	-3	-19	0.1	0	-9	-3
C/C(=N\NC(=O)c1n[nH]c2c1CCC2)c1ccco1	1	.	.	.	-9	-5	11	-3	-6	-1
CN(C(=O)CCOc1ccccc1)c1c(N)n(Cc2ccccc2)c(=O)[nH]c1=O	4	4	3	-11	7	-9	0.4	-1	-8	-2
CCN(CC)CC(O)CNc1ccnc2c(Cl)ccc(Cl)c12 (stereo not drawn)	-2	2	7	-8	-4	-8	-1.8	40	3	-1
Cc1ccc(C(C(=O)NCC2CCCO2)N(Cc2ccccc2)C(=O)c2ccc(-c3ccccc3)[nH]2)o1 (stereo not drawn)	2	2	-2	-21	3	-11	-1.8	-2	-11	.
Nc1nc(SCc2ccccc2Cl)n[nH]1	1	0	.	-4	-6	-14	-5.1	2	4	.
Cc1ccc(C(=O)N/C(=C/c2ccco2)C(=O)NCc2ccco2)cc1	2	-7	-6	-11	-4	-8	-0.8	3	-13	0
O=S(=O)(NCCCN1CCOCC1)c1ccc2c(c1)OCCO2	1	1	-6	-3	12	-7	0.1	-2	-4	0

11 entries from above, with two lines to a compound:
Every second line gives: V-ATPase pH, HTR5A ag, MITF act, HTR5A inv ag, SR-BI HDL uptake, PvdQ inh, CDK5 p35 inh, NSD2 HMT inh, dFosB activator, Wnt act
- COc1ccccc1N(Cc1ccccc1)S(=O)(=O)c1cccc(C(=O)Nc2ccc(C)cn2)c1
  3, 0, -6, 16, 10, -17, 0.3, 3, -1, -8
- CC(=O)NC(=S)Nc1ccc(NC(=O)c2cccnc2)cc1
  1, 3, ., -7, 10, -14, 0.7, -5, 5, -1
- COc1ccc(OC)c(/C=N/N(C)c2ccccc2)c1
  -1, -1, 96*, 5, 60, 8, -1.1, 0, -3, .
- COc1cccc(/C=N/NC(=S)Nc2cccc(S(=O)(=O)N(C)C)c2)c1
  -4, 4, 16, 0, 38, -10, 1.2, 2, -12, 2
- CCOc1ccc(OCCOc2ncnc3ccccc23)cc1
  1, -1, 32, 3, 6, -14, -0.3, 0, 2, .
- CCOC(=O)CC1C(=O)NCCN1C(=O)Nc1ccc(Cl)cc1 (stereo not drawn)
  -2, -1, ., -1, -27, -15, -0.1, 1, -2, -8
- Cc1ccc(S(=O)(=O)Nc2cccc3c2O[C@H](CN(C)Cc2ccccc2)[C@@H](C)CN([C@H](C)CO)C3=O)cc1
  -1, 1, 1, 0, 2, 1, -8.8, ., -5, 0
- Cn1ccc(C(=O)Nc2cccnc2Cl)n1
  2, 2, 7, -23, -6, -1, 0.8, -4, 2, -3
- Cc1c(C(=O)N(Cc2nnc(-c3ccccc3Cl)o2)C2CC2)oc2ccccc12
  0, 0, ., 1, 15, -8, -0.6, 2, -9, -1
- O=C(O)c1ccccc1C(c1ccc(O)cc1)c1ccc(O)cc1
  1, -3, 5, 11, -21, -23, 0.3, -6, -2, 0
- O=C(OCc1nc2ccsc2c(=O)[nH]1)c1ccc(Cl)nc1
  3, 6, -8, 6, -20, -13, 0.6, 0, 4, 41*

A section from further up:
SMILES	V-ATPase pH	HTR5A ag	MITF act	HTR5A inv ag	SR-BI HDL uptake	PvdQ inh	CDK5 p35 inh	NSD2 HMT inh	dFosB activator	Wnt act
Cc1ccc(C(C(=O)NCC2CCCO2)N(Cc2ccccc2)C(=O)c2ccc(-c3ccccc3)[nH]2)o1 (stereo not drawn)	2	2	-2	-21	3	-11	-1.8	-2	-11	.
Nc1nc(SCc2ccccc2Cl)n[nH]1	1	0	.	-4	-6	-14	-5.1	2	4	.

Screening data from PubChem.
